Eya2 inh: blocks the phosphatase activity of human Eya2; O00167; recombinant Eya2, OMFP fluorescence dephosphorylation (OMFP is methylfluorescein phosphate); Potency, µM (top dose mostly 76.9 µM), without a hit: at the highest dose activity, negative = inhibition, usual class: inhibitors; 330,000 tested, 0.006% active; also: potency is read from the fitted curve at half-maximal effect; % is scaled to controls: 0 for no effect and ±100 for the full control effect
Target sequence (O00167 whole entry, looked up): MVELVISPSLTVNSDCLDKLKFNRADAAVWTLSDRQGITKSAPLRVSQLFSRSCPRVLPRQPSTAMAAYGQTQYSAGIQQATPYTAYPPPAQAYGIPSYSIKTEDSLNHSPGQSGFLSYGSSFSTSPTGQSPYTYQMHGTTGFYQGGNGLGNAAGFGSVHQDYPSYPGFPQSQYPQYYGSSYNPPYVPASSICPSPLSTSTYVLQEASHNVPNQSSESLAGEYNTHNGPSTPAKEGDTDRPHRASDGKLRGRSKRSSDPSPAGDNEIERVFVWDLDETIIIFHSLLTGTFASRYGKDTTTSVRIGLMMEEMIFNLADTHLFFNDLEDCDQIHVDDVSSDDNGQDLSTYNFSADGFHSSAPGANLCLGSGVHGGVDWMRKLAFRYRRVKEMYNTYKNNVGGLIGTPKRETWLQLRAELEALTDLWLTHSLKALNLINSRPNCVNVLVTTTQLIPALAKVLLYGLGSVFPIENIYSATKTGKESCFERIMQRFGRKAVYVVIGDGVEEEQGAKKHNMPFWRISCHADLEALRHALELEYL
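Eya2 protein (added as 0.2 uM solution) was preincubated with compound for 10 min at ambient temperature in 50 mM HEPES pH 7.5, 50 mM NaCl, 5 uM MgCl2, 0.05% BSA, 1 mM DTT. OMFP (added at 50 uM) then reacted 10 min; fluorescence read at 485/525 nm.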
Menin MLL FP TR: inhibitors of human menin-MLL interaction, mutant MLL peptide | 270,000 tested, 0.23% active | Potency, µM (top dose mostly 61.6 µM), inactives show at the highest dose FP activity change, negative = inhibition, hits mostly inhibitors | O00255 | Menin + Texas Red MLL mutant peptide, fluorescence polarization; active = well fitted inhibition curve with a large enough effect in the polarisation, with a control signal flat, not every such curve was filed as active; inconclusive = small, poorly fitted or top-dose-only effect, or effect the other way, or a change in a side signal; inactive = no such curve, though single readings can be large or run the other way; the % refers to the polarisation; also: potency is read from the fitted curve at half-maximal effect; % of control where 0% means no effect; many of its hits are not listed in these tables
hERG WT inh: inhibitors of human wildtype KCNH2 potassium channel | U2OS, BacMam KCNH2, thallium flux FluxOr; stronger effect = lower value | 340,000 tested, 0.37% active | activity change, % at 1.84 µM | Q12809;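 active = maximum activity change below -70%; inconclusive = maximum activity change between -70% and -50%; inactive = maximum activity change above -50%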; also: % is scaled to controls: 0 for no effect and ±100 for the full control effect
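U2OS cells were transduced with wild-type KCNH2 virus (2.03 x 10^8 / mL) for 4 h at room temperature, then cultured overnight at 37 C. Thallium flux was read with FluxOr dye. Rate constants were normalized to DMSO controls.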
PKM2 activator: PKM2 (human) enzyme activation; purified PKM2, Kinase-Glo ATP luminescence, activation; response scale: 0% is enzyme alone, no compound; AID 1631; Potency, µM (series often up to 57.5 µM), for inactives: at the highest dose activation, hits mostly activators; P14618; 260,000 tested, 0.34% active; also: potency is read from the fitted curve at half-maximal effect; % is scaled to controls: 0 for no effect and ±100 for the full control effect; nearly all actives have a fitted effect of over 55% in size
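ATP formation by purified human PK-M2, quantified via coupled luciferase luminescence after 1 h at room temperature with 0.1 mM ADP and 0.5 mM PEP final.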
TSHR antag: blocks TSH signaling through the human TSH receptor. P16473. TSHR-expressing cells, TSH-stimulated cAMP HTRF, 2 h; stronger effect = lower value. activity change, negative = inhibition, % at 11.5 µM. 330,000 tested, 0.2% active. AID 504810;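 active = activity change below a set negative limit, meaning inhibition stronger than a set level, cut at about -70% in these data; inconclusive = activity change between two set negative limits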; also: % is scaled to controls: 0 for no effect and ±100 for the full control effect
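Cell-based HTRF cAMP assay; TSHR cells + compound, TSH EC80 (4nM final), 2 h, 37 deg C. Lysis with anti-cAMP cryptate and cAMP-d2, 30 min RT, read 665/620 nm.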
Chronic BCR inh: chronic active BCR signaling inhibition | 340,000 tested, 0.05% active | Potency, µM (titrated, usually from 46.1 µM), without a hit: at the highest dose ratio change, negative = lower green/red ratio, hits mostly inhibitors | ABC-DLBCL IkBa-CBG/CBR reporter, luminescence ratio, 4 h | AID 493014; active = well fitted inhibition curve with a large enough effect in the signal ratio, with a control signal flat, not every such curve was filed as active; inconclusive = small, poorly fitted or top-dose-only effect, or effect the other way, or a change in a side signal; the % refers to the signal ratio;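 also: potency is read from the fitted curve at half-maximal effect; plate controls were basal doxycycline-induced cells for no effect and cells given 10 µM MG132 for full effect; MG132 reads +100%, hits lower the ratio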
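Doxycycline induced both beetle luciferases in TMD8 lymphoma cells; IKK-driven degradation limits the IkappaBalpha-fused green signal, while red luminescence normalises for cell number and nonspecific effects. Compounds tested up to 46 uM, 4 hrs.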
GALK inhibitor: inhibitors of human galactokinase; P51570; Purified GALK, Kinase-Glo residual ATP luminescence; Potency, µM (doses to about 57.5 µM), for the others: top-dose activity change, negative = inhibition, hits mostly inhibitors; 270,000 tested, 0.007% active; AID 1868; also: potency is read from the fitted curve at half-maximal effect; % is scaled to controls: 0 for no effect and ±100 for the full control effect
Target sequence (P51570 whole entry, looked up): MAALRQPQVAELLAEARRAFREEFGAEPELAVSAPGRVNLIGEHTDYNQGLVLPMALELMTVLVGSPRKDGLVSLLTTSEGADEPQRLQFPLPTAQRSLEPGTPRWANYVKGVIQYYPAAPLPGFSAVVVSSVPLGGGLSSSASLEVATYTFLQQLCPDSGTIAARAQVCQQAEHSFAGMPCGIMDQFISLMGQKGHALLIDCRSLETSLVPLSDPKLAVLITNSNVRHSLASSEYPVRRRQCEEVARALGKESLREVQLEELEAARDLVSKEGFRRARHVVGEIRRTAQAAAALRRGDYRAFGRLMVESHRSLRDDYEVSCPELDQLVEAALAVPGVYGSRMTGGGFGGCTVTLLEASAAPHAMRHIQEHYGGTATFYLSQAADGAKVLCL
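Luminescence from leftover ATP (Ultra-Glo luciferase/luciferin) served as read-out after a 1 h room-temperature reaction of 5 nM GALK with 35 uM ATP and 100 uM galactose.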
Mito fusion yeast: blocks mitochondrial division or promotes mitochondrial fusion; S. cerevisiae fusion-defective mutant growth rescue, CellTiterGlo 48 h; Potency, µM (series often up to 46.1 µM), inactives show top-dose growth rescue (activation), usual class: activators; 320,000 tested, 0.23% active;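 also: potency is read from the fitted curve at half-maximal effect; % of control where 0% means no effect; nearly all actives have a fitted effect of over 45% in size; temperature-sensitive fusion mutants such as fzo1-1 at 37 °C on non-fermentable ethanol glycerol medium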
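S. cerevisiae fusion-defective temperature-sensitive mutants (e.g. fzo1-1, mgm1-5) grown 48 h at 37C in YPEG (ethanol/glycerol non-fermentable) medium with 23 nl compound per well; growth rescue read as CellTiterGlo luminescence.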
ASM inhibitor: blocks human secretory acid sphingomyelinase; P17405; placental ASM, HMU-PC fluorogenic substrate, 60 min; Potency, µM (doses to about 57.5 µM), for inactives: at the top dose activity change, negative = inhibition, usual class: inhibitors; 340,000 tested, 0.006% active; AID 504937; also: potency is read from the fitted curve at half-maximal effect
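Steps: dispense placental human ASM, pin compound, wait 10 min at room temperature, add HMU-PC0 substrate at 9 uM final, incubate 60 min at 37 °C, add stop solution raising pH to 10, read fluorescence.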
MBNL1 CUG block: blocks human MBNL1 binding to CUG repeat RNA. TR-FRET MBNL1-His/biotin-(CUG)12 binding, 665/545 ratio. Potency, µM (titrated, usually from 57.5 µM), inactives show top-dose activity change, negative = inhibition, most hits filed as inhibitors. 280,000 tested, 0.036% active. AID 2675; active = well fitted inhibition curve with a large enough effect in the signal ratio, with a control signal flat, not every such curve was filed as active; inconclusive = small, poorly fitted or top-dose-only effect, or effect the other way, or a change in a side signal; inactive = no such curve, though single readings can be large or run the other way; the % refers to the signal ratio; also: potency is read from the fitted curve at half-maximal effect; % is scaled to controls: 0 for no effect and ±100 for the full control effect
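Inhibition of protein-RNA binding appears as loss of TR-FRET between terbium anti-His antibody on MBNL1-His and streptavidin-XL665 on biotin-(CUG)12. Activity is normalized to buffer-only and uninhibited-complex controls.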
USP2a inh: blocks human ubiquitin-specific protease USP2a. O75604. USP2 core, Ub-CHOP2 coupled fluorogenic reporter, 485/531. Potency, µM (series often up to 38.3 µM), without a hit: top-dose activity change, negative = inhibition, actives largely listed as inhibitors. 330,000 tested, 0.01% active;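 also: potency is read from the fitted curve at half-maximal effect; plate controls were DMSO wells for no effect and full inhibition by NEM control for full effect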
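USP2 core (10nM final) preincubated 30min RT with compound in 20mM Tris-HCl pH 8.0, 2mM CaCl2, 2mM beta-mercaptoethanol, 0.05% CHAPS; 25nM Ub-CHOP2 plus 25nM reporter substrate added, fluorescence (Ex485/Em531) read after 60min.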
The depositor's hits bear a star; ? = inconclusive; / = not tested or not shown; [ ] = dose if it differs, or a comment. Unless noted, calls follow the shape of the dose curve; as a rule, active = well fitted curve in the direction sought with a large enough effect; inconclusive = small, poorly fitted or top-dose-only effect, or another doubt; inactive = no such curve, though single readings can be large; an effect the other way counts as inactive or inconclusive. These rows are one share of the data. The share of hits here may be higher or lower than overall.

SMILES,Eya2 inh,Menin MLL FP TR,hERG WT inh,PKM2 activator,TSHR antag,Chronic BCR inh,GALK inhibitor,Mito fusion yeast,ASM inhibitor,MBNL1 CUG block,USP2a inh
O=C(NCc1ccc(F)cc1)c1cc(S(=O)(=O)N2CCCCC2)ccc1N1CCOCC1,-4%,/,13,/,-7,-1%,/,-2%,1%,/,0%
Cc1ccc2c(CC(=O)NCc3ccc4c(c3)OCO4)coc2c1,15%,0%,-1,3%,2,?,-4%,-1%,5%,-7%,0%
O=C(Nc1ccc(S(=O)(=O)NCC2CCCO2)cc1)c1ccc(Cl)cc1[N+](=O)[O-] (stereo unspecified),2%,30%[activator],19,9%,-4,0%,-1%,-3%,-1%,?,0%
COc1ccc(-c2cc(C(F)(F)F)nc(S(=O)(=O)CCCC(=O)Nc3cc(C)on3)n2)cc1OC,12%,0%,-2,/,-3,?,0%,-3%,40%[activator],12%,3%
Fc1ccccc1CSc1nnc(-c2cccs2)o1,-1%,7%,-11,13%,-25,?,2%,15%,-1%,-6%,0%
C(=N\Nc1nc(-c2ccccc2)cs1)/c1ccco1,-5%,?,0,1%,-4,?,-2%,4%,6%,13%,1%
CCOc1cccc2cc(C(=O)N3CCOCC3)c(=O)oc12,2%,5%,-8,-1%,-4,-15%,0%,0%,-3%,11%,2%
Cc1ccc(S(=O)(=O)NCC(=O)OCC(=O)c2c(N)n(C)c(=O)n(C)c2=O)cc1,4%,?,-2,-6%,-9,0%,-1%,0%,3%,-17%,5%
CNc1c([N+](=O)[O-])ncn1C,15%,6%,-12,7%,1,3%,2%,-3%,0%,2%,1%
O=C(COC(=O)c1cccc(S(=O)(=O)N2CCc3ccccc32)c1)NCc1ccco1,-2%,-2%,7,24%,8,0%,15%,1%,3%,0%,-10%
Cc1cc(C)c(C(=O)Nn2c(C)nc3ccccc3c2=O)cc1C,8%,-22%,-30,/,-6,1%,0%,-14%,-1%,-11%,-3%
Cc1sc(NC(=O)C2=COCCO2)c(C(N)=O)c1C,-13%,/,-6,/,-16,1%,/,6%,5%,/,2%
Cc1c(N2C(=O)/C(=C3\C(=O)N(CC(=O)O)c4ccccc43)SC2=S)c(=O)n(-c2ccccc2)n1C,-4%,/,7,-7%,2,?,2%,0%,-1%,-3%,0%
C=CCOc1ccc(/C(O)=C2/C(=O)C(=O)N(CCCN3CCOCC3)C2c2ccc(OC)cc2)cc1 (stereo unspecified),4%,-16%,-1,12%,-2,-11%,-3%,-5%,-2%,?,-1%
COc1cc(CCC(=O)OCC(=O)Nc2c(Cl)cccc2Cl)cc(OC)c1OC,-1%,-10%,26,2%,1,0%,6%,3%,-4%,-6%,1%
O=S(=O)(Nc1nc2ccc(S(=O)(=O)N3CCCCC3)cc2s1)c1ccccc1,-3%,/,-16,-2%,-6,?,-3%,-9%,4%,-2%,-1%
COc1ccc2ccccc2c1/C=N/Nc1ccc(Cl)c(C(=O)O)c1,16%,?,-6,4%,-11,?,-3%,-6%,11%,?,0%
CC1CCN(C(=S)c2ccc(O)cc2)CC1,-11%,-6%,-15,-8%,6,0%,/,0%,2%,6%,3%
COc1cccc(/C=C/C(=O)OCC(=O)Nc2nnc(-c3ccccc3)o2)c1,4%,/,10,/,12,?,/,25%,-3%,/,-1%
CCC(=O)NC(/C=C/c1ccccc1)c1cc([N+](=O)[O-])c2cccnc2c1O (stereo unspecified),8%,-2%,/,11%,6,-5%,-1%,-7%,/,-3%,2%
Cc1nnc(C)n1/N=C/c1c(O)ccc2ccccc12,-4%,14%,13,/,1,-13%,-1%,-1%,22%,12%,0%
O=C(CCS(=O)(=O)c1cccc2nonc12)N1CCOCC1,4%,10%,5,3%,-3,2%,0%,-4%,1%,?,0%
COc1ccc(Cn2c(=O)[nH]c3cc(C(=O)N4CCN(Cc5ccccc5)CC4)ccc3c2=O)cc1,2%,0%,-1,13µM*,-30,8%,0%,4%,18%,-8%,0%
COc1ccccc1-n1c(SCC(=O)NCc2ccc3c(c2)OCO3)nc2cc([N+](=O)[O-])ccc21,2%,8%,3,-7%,-18,?,1%,11%,-2%,0%,-5%
Cc1c(NC(=O)CCc2ccccc2)cccc1[N+](=O)[O-],3%,5%,-2,-4%,19,0%,-2%,2%,-2%,13%,-9%
Cc1ccc(NS(=O)(=O)c2ccc(NC(=O)c3ccc(Br)o3)cc2)c(C)c1,-26%,-21%,22,9%,4,6%,-1%,7%,?,-6%,4%
CCOc1ccc(NC(=O)CSc2nnc(-c3ccccc3Cl)n2Cc2ccco2)cc1,-11%,5%,1,-13%,10,?,2%,6%,-1%,-13%,-5%
CC(NC(=S)Nc1ccc(Cl)cc1Cl)C(c1cccs1)N1CCCC1 (stereo unspecified),0%,-7%,27,8%,5,2%,1%,-3%,0%,6%,-2%
Cc1nn(C)c(Sc2ccccn2)c1[N+](=O)[O-],-19%,/,-2,2%,-9,-5%,0%,0%,2%,3%,-2%
CCOc1ccccc1/C=C\c1nc(O)c([N+](=O)[O-])c(=O)[nH]1,3%,?,-2,/,4,0%,-11%,1%,-1%,1%,3%
N#Cc1cccc(NC(=O)CN2CCN(Cc3ccccc3)CC2)c1,14%,-1%,30,0%,-1,0%,-1%,1%,-9%,2%,2%
CC(C)c1ccc(NC(=O)CCCN2C(=S)NC(C)(C)CC2C)cc1 (stereo unspecified),-15%,-21%,0,1%,31,9%,-1%,6%,-1%,-5%,-7%
Cc1ccc(NC(=O)c2ccccc2CCc2ccccc2)c(C)c1,-6%,-25%,8,1%,51,3%,-2%,3%,1%,7%,3%
FC(F)(F)Oc1ccccc1-c1nnc(-c2cccc(C(F)(F)F)c2)o1,?,/,2,1%,16,?,-3%,-6%,-5%,/,2%
COc1ccc(-c2nc(CS(=O)CC(=O)NC3CCCC(C)C3C)c(C)o2)cc1OC (stereo unspecified),-10%,?,-2,5%,19,-7%,0%,-18%,0%,-6%,1%
O=C(NNC(=S)Nc1ccccc1)c1cccc(S(=O)(=O)N2CCOCC2)c1,3%,23%,-5,1%,-15,-1%,-1%,1%,2%,-4%,1%
Cc1ccc(C#CC[N+]2(C)CCCCC2)cc1,1%,/,2,-2%,-1,-1%,-3%,1%,3%,-8%,-7%
O=C(Cc1ccc(Br)cc1)N1CCc2ccccc2C1,-16%,-6%,-8,-18%,-20,8%,0%,4%,4%,1%,-2%
O=[N+]([O-])c1ccc(N2N=C(c3ccco3)CC2c2ccccc2)cc1 (stereo unspecified),-12%,?,-13,0%,23,?,2%,11%,2%,21%,-9%
O=C(Cn1c(=O)c2cccn2c2cccnc21)N1CCN(c2ccc(Cl)cc2)CC1,5%,/,3,/,0,-10%,2%,2%,?,-5%,1%
CCC(C)c1ccc(OCCN2CCCC2)cc1 (stereo unspecified),-2%,0%,14,9%,3,-7%,1%,-2%,-4%,-7%,-1%
COCc1c(C(=O)OCc2nc3ccsc3c(=O)[nH]2)oc2ccccc12,1%,/,4,/,15,0%,/,0%,2%,/,2%
NC(=O)c1ccccc1NC(=O)COC(=O)C1(c2ccccc2)CC1,9%,/,-8,/,1,?,/,-1%,9%,/,-1%
Cc1ccc2c(c1)nnn2C1CCN(C(=O)Nc2ccccc2C)CC1,2%,-1%,0,1%,10,-10%,2%,7%,-1%,/,1%
CC(Oc1ccc2c(-c3ccccc3)cc(=O)oc2c1)C(=O)NCCCn1ccnc1 (stereo unspecified),2%,-9%,3,4%,6,7%,/,0%,-3%,?,0%
Cc1ccc(NS(=O)(=O)c2ccc(NC(=O)N3CCCCC3)cc2)cc1,-6%,28%,6,-1%,37,-1%,6%,10%,-1%,-7%,2%
COc1ccc(-c2noc(CCC(=O)N3CCN(c4ccc(Cl)cc4)CC3)n2)cc1,10%,/,10,/,-13,2%,/,/,-8%,/,1%

Screening results: PubChem BioAssay, National Center for Advancing Translational Sciences (NCATS)
